# Assay outcomes (PubChem)
# NCI-60 one-dose screen, 48 h, at 10 µM unless noted. Numbers give growth in % (100 = growth as untreated, 0 = no growth, -100 = all killed).
# OVCAR-5 – OVCAR-5 ovarian cancer; AID 1794783; 2.9% of 82,000 active
# IGROV1 – IGROV1 ovarian cancer. 4.7% of 79,000 active
# SK-OV-3 – SK-OV-3 ovarian cancer cells | 3.2% of 80,000 active
# OVCAR-3 – OVCAR-3 ovarian cancer | 7% of 79,000 active | AID 1794787
# ACHN – ACHN renal cancer. 4.9% of 81,000 active
# OVCAR-4 – OVCAR-4 ovarian cancer cells; 3.7% of 80,000 active; AID 1794784
# A498 – A498 renal cancer cells; 5.4% of 76,000 active; AID 1794774
# OVCAR-8 – OVCAR-8 ovarian cancer | AID 1794782 | 4.4% of 81,000 active
# RXF 393 – RXF 393 renal cancer cells. 6.9% of 77,000 active
# The depositor's hits bear a star; . = no result given. Rule for the calls: active = growth percent below 10; inactive = the rest. An unsorted share of the library; about 11% have a hit in one of these screens.
# Preview (7 entries):
1. O=C(CCn1cc(F)c(=O)[nH]c1=O)NO
2. Cc1ccc(CC(=O)O)c(C)c1
3. COc1ccc(C(=O)CSc2nc(C)c(C)n2Nc2ccccc2)cc1
4. Oc1ccccc1-c1nc2c3ccccc3c3ccccc3c2o1
5. C=C1CC[C@@H]2[C@](C)(COC(C)=O)[C@H](OC(C)=O)CC[C@@]2(C)[C@@H]1CC(Nc1ccc(S(=O)(=O)Nc2nccs2)cc1)C1=CCOC1=O (some centres undefined)
6. O[C@@H]1Cc2ccc3ccccc3c2N[C@H](c2ccoc2)C1
7. CC1=C(C)C2C(=O)OC(=O)C2CC1 (centres undefined)

entry no.,1,2,3,4,5,6,7
OVCAR-5,89,99,99,114,7.8*,100,105
IGROV1,100,112,103,74,13,109,95
SK-OV-3,104,108,93,90,80,102,101
OVCAR-3,110,103,101,97,-70*,115,106
ACHN,101,110,99,91,-47*,103,106
OVCAR-4,90,105,93,76,38,99,99
A498,105,.,91,114,85,84,117
OVCAR-8,100,100,101,89,4.4*,101,104
RXF 393,107,121,85,109,-51*,108,118

# The list itself (from the top)
1. O=C(CCn1cc(F)c(=O)[nH]c1=O)NO
2. Cc1ccc(CC(=O)O)c(C)c1
3. COc1ccc(C(=O)CSc2nc(C)c(C)n2Nc2ccccc2)cc1
4. Oc1ccccc1-c1nc2c3ccccc3c3ccccc3c2o1
5. C=C1CC[C@@H]2[C@](C)(COC(C)=O)[C@H](OC(C)=O)CC[C@@]2(C)[C@@H]1CC(Nc1ccc(S(=O)(=O)Nc2nccs2)cc1)C1=CCOC1=O (some centres undefined)
6. O[C@@H]1Cc2ccc3ccccc3c2N[C@H](c2ccoc2)C1
7. CC1=C(C)C2C(=O)OC(=O)C2CC1 (centres undefined)
8. CCOC(=O)n1cc(-c2nonc2-c2cn(C)c3ccc(Br)cc23)c2ccccc21

entry no.,1,2,3,4,5,6,7,8
OVCAR-5,89,99,99,114,7.8*,100,105,74
IGROV1,100,112,103,74,13,109,95,75
SK-OV-3,104,108,93,90,80,102,101,89
OVCAR-3,110,103,101,97,-70*,115,106,93
ACHN,101,110,99,91,-47*,103,106,72
OVCAR-4,90,105,93,76,38,99,99,84
A498,105,.,91,114,85,84,117,104
OVCAR-8,100,100,101,89,4.4*,101,104,87
RXF 393,107,121,85,109,-51*,108,118,103

9. Cc1nc2ccc(Cl)cn2c1-c1nnc(SCc2c(F)c(F)c(F)c(F)c2F)o1
10. C#Cc1ccc(NC(=O)c2ccc(/C=C/C(=O)c3nccn3C)cc2)cc1
11. OCCCc1ccncc1
12. O=C(O)/C=C/c1ccccc1Br
13. CCO/C=N/NC(=O)c1ccncc1
14. COc1ccc(NCc2nnc(-c3ccc(OC)cc3)o2)cc1
15. Cc1c(-c2ccccc2)c(-c2ccccc2)c(C)n1Cc1ccc(Cl)cc1
16. O=c1ccc(-c2ccccc2)nn1Cc1n[nH]c(=S)n1C1CCCCC1

entry no.,9,10,11,12,13,14,15,16
OVCAR-5,106,-62*,105,103,103,99,66,100
IGROV1,78,-37*,107,113,108,105,65,112
SK-OV-3,.,19,100,99,109,77,79,111
OVCAR-3,107,-86*,106,101,106,106,68,120
ACHN,93,-72*,111,102,108,97,52,104
OVCAR-4,88,9.8*,103,105,109,96,71,103
A498,103,-70*,95,93,104,.,90,132
OVCAR-8,83,5.6*,101,100,108,90,52,108
RXF 393,.,-86*,110,.,109,.,58,.

17. COc1cc2c(c(O)c1OC)-c1c(cc(OC)c(OC)c1OC)C[C@@H](C)[C@@H](C)C2
18. C=C1C(=O)O[C@H]2[C@H]1CC/C(COC(=O)NCc1cc(OC)c(OC)c(OC)c1)=C\CC[C@@]1(C)O[C@@H]21
19. Cc1ccc([N+](=O)[O-])cc1NC(=O)Nc1cccc(F)c1
20. COc1ccc2c(c1)CC[C@@H]1[C@@H]2CC[C@]2(C)C3C(=CCC4C(=O)N(c5ccccc5)C(=O)C43)C[C@@H]12 (some centres undefined)
21. O=C(c1ccccc1)C(c1c[nH]c2ccccc12)c1c[nH]c2ccccc12
22. O=C(CSc1nc(-c2ccccc2)c(-c2ccccc2)o1)N1CCCCC1
23. C=CCn1c(C)nc2ccc(Nc3nc(Nc4ccc(F)cc4)nc4ccccc34)cc21
24. COc1cc2oc(-c3cccc(C(=O)Nc4ccc(Cl)cc4)c3)cc(=O)c2c(OCCNC(=O)CNC(=O)OC(C)(C)C)c1OC

entry no.,17,18,19,20,21,22,23,24
OVCAR-5,101,85,90,76,77,87,81,68
IGROV1,94,.,.,113,56,51,51,51
SK-OV-3,106,101,99,103,94,91,99,93
OVCAR-3,102,21,52,87,58,107,51,98
ACHN,99,46,68,81,54,97,68,61
OVCAR-4,99,60,50,79,52,111,48,66
A498,89,109,78,114,98,97,60,118
OVCAR-8,106,44,72,86,64,89,33,48
RXF 393,104,60,126,94,47,99,67,-18*

25. NC(=O)c1sc2nc(-c3cnccn3)cc(-c3cccs3)c2c1N
26. CCN(CC)S(=O)(=O)c1ccc(-c2nc(C(Cl)Cl)nc3cc(-c4ccc(F)cc4)nn23)cc1
27. Nc1c(O)cccc1O
28. COc1ccc(NC(=O)c2ccc3c(c2)nc(-c2ccc(Cl)cc2)n3-c2cc(C(C)(C)C)[nH]n2)cc1
29. C=CC1(C)CC2=CCC3C(C)(C)CCC(O)C3(C)C2CC1O (centres undefined)
30. Cn1cc(-c2cc3nc(-c4cn(C)c5ncc(Br)cc45)cc(N)n3n2)c2cc(F)ccc21
31. Cc1[nH]c2ccccc2c1C1Cc2ccccc2N1C(=O)c1ccccc1 (centres undefined)
32. CCOC(=O)C(C(=O)OCC)C(=O)OCC

entry no.,25,26,27,28,29,30,31,32
OVCAR-5,115,52,119,100,107,32,107,95
IGROV1,100,57,62,89,101,20,97,104
SK-OV-3,105,43,116,114,92,75,75,102
OVCAR-3,103,17,108,95,104,20,92,.
ACHN,97,0.5*,99,90,103,-7.4*,99,105
OVCAR-4,103,45,99,73,98,3.4*,92,116
A498,97,56,105,62,99,125,97,108
OVCAR-8,99,28,.,89,89,11,87,95
RXF 393,90,-30*,.,79,107,-40*,106,114

33. COc1cc(C=O)ccc1Oc1ccc([N+](=O)[O-])cc1[N+](=O)[O-]
34. C[C@H]1[C@H](C)CC[C@]2(C)CC[C@]3(C)C(=CC[C@@H]4[C@@]5(C)CC[C@H](O)C(C)(C)[C@@H]5CC[C@]43C)[C@H]12
35. COc1cc2c(c(OC)c1OC)CCC(c1cccc(NC(=O)c3ccccc3)c1)O2 (centres undefined)
36. CCC(C)[C@@H]1NC(=O)[C@@H]2CCCN2C(=O)[C@H](Cc2ccccc2)NC(=O)[C@H](Cc2ccccc2)NC(=O)[C@H](C(C)CC)NC(=O)[C@@H]2CCCN2C(=O)[C@H](Cc2ccccc2)NC1=O (some centres undefined)
37. CCCCOc1nc2c(C)cccc2cc1/C=C/C(=O)c1c(O)c2ccccc2oc1=O
38. S=C(/N=C1\NN=C(c2ccccc2)CS1)Nc1ccccc1
39. COc1cccc2cc(-c3cc4ccccc4[nH]3)c(=Nc3ccc(Cl)cc3)oc12
40. CC(C)(C)OC(=O)NC(=O)OC(C)(C)C

entry no.,33,34,35,36,37,38,39,40
OVCAR-5,109,106,104,94,106,105,95,110
IGROV1,105,99,91,93,111,106,80,101
SK-OV-3,96,100,98,100,92,93,86,101
OVCAR-3,107,117,98,107,100,112,108,110
ACHN,106,98,102,96,104,104,87,113
OVCAR-4,97,100,103,83,102,108,106,124
A498,95,.,.,85,118,97,.,98
OVCAR-8,94,90,95,91,86,90,97,105
RXF 393,111,.,96,97,115,109,106,104

41. Cc1ccc(S(=O)(=O)Nc2nc(-c3ccc(Cl)cc3)c(C#N)c(N3CCCCC3)n2)cc1
42. CCN(CC)c1ccc2cc(C(Nc3ccc(F)cc3)c3nnnn3C(C)(C)C)c(=O)oc2c1 (centres undefined)
43. CCC(C)SC(=N)N (centres undefined)
44. c1ccc2cc(N=Nc3ccc4ccccc4c3)ccc2c1
45. CC(C)OCCCNc1ncnc2nc[nH]c12
46. COc1ccc(SC)cc1
47. c1ccc(C(=C2CCCO2)c2ccccc2)cc1
48. C/C(=N/O)c1ccc(NC(=O)Cn2nc(-c3ccccc3)nc2N)cc1

entry no.,41,42,43,44,45,46,47,48
OVCAR-5,111,99,111,106,109,102,99,112
IGROV1,106,102,103,102,107,108,116,109
SK-OV-3,117,105,99,99,89,109,106,84
OVCAR-3,101,100,106,98,112,110,128,108
ACHN,99,99,104,94,103,103,99,.
OVCAR-4,105,.,125,106,100,107,115,131
A498,107,88,111,101,84,121,117,81
OVCAR-8,108,98,103,99,98,107,112,84
RXF 393,119,87,132,105,102,103,111,104

49. COC1=CC(c2ccc[nH]2)=N/C1=C\c1[nH]c(C)c(C(=O)CCCCC(=O)NCCNC(=O)CC[C@H](NC(=O)c2ccc(NCc3cnc4nc(N)[nH]c(=O)c4n3)cc2)C(=O)O)c1C
50. O=C1/C(=C/c2ccc(O)cc2)Oc2ccc(Cl)cc21
51. O=C(CCCC(=O)Nc1ccccn1)Nc1ccc(N2CCN(c3ccccc3)CC2)cc1
52. O=C1C(c2cccs2)=C(c2c[nH]c3ccccc23)C(=O)N1O
53. CCCCN(CCCC)C(=O)CC(C)(O)c1ccccc1 (centres undefined)
54. O=C(Nc1ccc(S(=O)(=O)N2CCOCC2)cc1)C(Cl)Cl
55. N#CCc1ccc(Sc2ccccc2)cc1
56. CC(=O)O[C@H]1C[C@@]2(C)[C@@H](C[C@@H](O)[C@H]3[C@@]4(C)CC[C@H](NCCCNCCCCNCCCN)[C@@H](C)[C@@H]4CC[C@@]32C)/C1=C(\CCC=C(C)C)C(=O)O

entry no.,49,50,51,52,53,54,55,56
OVCAR-5,105,106,105,101,108,106,96,100
IGROV1,106,-27*,106,80,96,116,89,51
SK-OV-3,103,111,96,107,110,101,114,.
OVCAR-3,119,93,96,98,103,99,90,102
ACHN,107,95,102,104,108,108,100,71
OVCAR-4,122,120,118,100,115,101,106,92
A498,110,125,94,107,90,98,103,77
OVCAR-8,101,79,94,94,101,101,99,85
RXF 393,105,66,100,108,100,103,113,89

# Some of these compounds in order of count of non-hydrogen atoms, highest first.
56. CC(=O)O[C@H]1C[C@@]2(C)[C@@H](C[C@@H](O)[C@H]3[C@@]4(C)CC[C@H](NCCCNCCCCNCCCN)[C@@H](C)[C@@H]4CC[C@@]32C)/C1=C(\CCC=C(C)C)C(=O)O
42. CCN(CC)c1ccc2cc(C(Nc3ccc(F)cc3)c3nnnn3C(C)(C)C)c(=O)oc2c1 (centres undefined)
37. CCCCOc1nc2c(C)cccc2cc1/C=C/C(=O)c1c(O)c2ccccc2oc1=O
1. O=C(CCn1cc(F)c(=O)[nH]c1=O)NO
12. O=C(O)/C=C/c1ccccc1Br
46. COc1ccc(SC)cc1

entry no.,56,42,37,1,12,46
OVCAR-5,100,99,106,89,103,102
IGROV1,51,102,111,100,113,108
SK-OV-3,.,105,92,104,99,109
OVCAR-3,102,100,100,110,101,110
ACHN,71,99,104,101,102,103
OVCAR-4,92,.,102,90,105,107
A498,77,88,118,105,93,121
OVCAR-8,85,98,86,100,100,107
RXF 393,89,87,115,107,.,103

# (next part)
57. CCCCN=C(OC1C=CCCC1)SC (centres undefined)
58. NC(CSC1(c2ccc(F)cc2)c2ccccc2-c2ccccc21)C(=O)O (centres undefined)
59. CCCCCCCCCCOC(=O)c1nn(C(C)=O)c2cc(F)c(F)cc12
60. COc1ccc(C(C)n2cc(-c3ccccc3)nn2)cc1OC1CCCC1 (centres undefined)
61. Cc1ccc(/C(N)=N/c2sc(-c3ccccc3)nc2-c2ccccc2)cc1
62. COc1ccc2c(Cn3cc(CSc4nc5ccccc5o4)nn3)cc(=O)oc2c1
63. O=c1ssc(=Nc2ccc(Cl)cc2)n1-c1ccc(Cl)cc1
64. NCCCN1CCCC1=O

entry no.,57,58,59,60,61,62,63,64
OVCAR-5,112,100,109,88,84,106,96,110
IGROV1,102,93,101,106,94,102,83,104
SK-OV-3,106,111,96,97,87,81,98,116
OVCAR-3,94,104,112,92,85,109,75,112
ACHN,101,99,97,75,76,102,85,113
OVCAR-4,96,94,93,86,72,101,69,111
A498,98,91,89,71,91,73,.,103
OVCAR-8,97,97,93,90,91,101,72,98
RXF 393,99,97,107,100,83,107,109,122

65. COC1=NCN=C2SC=C(N)N=C12
66. COc1cc2cc(Oc3ccc(NC(=O)Nc4cccc(C(F)(F)F)c4)cc3)c(C)nc2cc1OCCN(C)C
67. COc1ccc(/C=C2\NC(=O)NC2=O)cc1O
68. O=C1c2ccccc2C(=O)c2c1c(C(=O)Nc1ccccc1)c1ccccn21
69. Cc1ccc(C)c2c1sc1nc(N3CCOCC3)c(C#N)c(=N)n12
70. NC(N)=NC(N)=Nc1ccc(S(=O)(=O)c2ccc(N=C(N)N=C(N)N)cc2)cc1

entry no.,65,66,67,68,69,70
OVCAR-5,114,108,108,113,110,109
IGROV1,20,102,107,93,107,107
SK-OV-3,99,107,103,90,104,106
OVCAR-3,111,122,116,104,107,109
ACHN,97,97,105,87,102,107
OVCAR-4,99,93,99,119,103,118
A498,116,106,91,91,87,91
OVCAR-8,96,98,99,88,98,104
RXF 393,150,76,111,77,131,114
